Screening data as filed in PubChem BioAssay.
inhibitors of VEEV: inhibitors of VEEV TC-83 cytopathic effect, confirmation, Vero cells (AID 588727) | Vero cells, VEEV TC-83 cytopathic effect inhibition; higher % means a stronger effect | inhibition, % at 20 µM, or IC50 in µM where a hit was titrated | actives 0.13% (n = 350,000); in the data active means a potency from the dose series; inconclusive means inhibition mostly from about 14% at the one dose, without a potency; inactive means the rest, 99 in 100 with inhibition below about 12%; further: strong numbers were not always called active
PhoP GFP inhibition: PhoP regulon inhibitors, Salmonella typhi PhoP promoter GFP reporter, confirmatory (AID 1850) | Salmonella Typhi PhoP-promoter GFP reporter, fluorescence, 4 h; higher % means a stronger effect | actives 0.33% (n = 310,000) | inhibition, % at 50 µM; hits with a dose series show IC50 in µM; in the data active means a potency from the dose series; inconclusive means inhibition mostly from about 25% at the one dose, without a potency; inactive means the rest, 99 in 100 with inhibition below about 19%;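 further: 0% = induced wells with vehicle and 100% = uninduced wells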
tuberculosis growth: growth inhibition of non-replicating M. tuberculosis (AID 488890) | Mycobacterium tuberculosis non-replicating, growth inhibition; higher % means a stronger effect | inhibition, % at 25 µM, or IC50 in µM where a hit was titrated | actives 0.39% (n = 320,000); in the data active means a potency from the dose series; inconclusive means inhibition mostly from about 82% at the one dose, without a potency; inactive means the rest, 99 in 100 with inhibition below about 76%;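 further: plate controls were DMSO cells for no effect and high antibiotic wells for full effect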
H1N1 NS1A inhibition: NS1A inhibition, H1N1 influenza, cell based functional assay (AID 504329) | NS1A functional cell-based assay, percent inhibition; higher % means a stronger effect | actives 0.3% (n = 340,000) | one-dose inhibition, % at 12.5 µM; IC50 in µM for titrated hits; in the data active means a potency from the dose series; inconclusive means inhibition above about 27% without an active follow-up result; further: strong numbers were not always called active
H37Rv inhibition: M. tuberculosis growth inhibition, HTS (AID 449762) | M. tuberculosis H37Rv growth inhibition, 7H9 media; higher % means a stronger effect | one-dose inhibition, % at 25 µM; IC50 in µM for titrated hits | actives 0.59% (n = 330,000); in the data active means a potency from the dose series; inconclusive means inhibition above about 70% without an active follow-up result;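 further: bacterial growth assessed after seven days of incubation; strong numbers were not always called active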
inhibitors of VEEV 10K pilot screen: also measured in inhibitors of VEEV; calls as there; inhibition, %; measured here: 10K pilot screen inhibition
The depositor's hits bear a star; i = inactive; ? = inconclusive; / = no result given. Rows were taken by chance; 1.4% or so of the library scored in one or more.

SMILES | inhibitors of VEEV | PhoP GFP inhibition | tuberculosis growth | H1N1 NS1A inhibition | H37Rv inhibition | others
CCOC(=O)C1CCN(C2=NC(=O)/C(=C/c3ccc(O)cc3)S2)CC1 | i | 12% | 21% | -8% | -3%
COCc1cc(=O)n2[nH]c(C)c(-c3ccccc3)c2n1 | 0.7% | -5% | 68% | -14% | 10%
Cc1cccc(C(=O)O/N=C2\CCSc3ccc(C)cc32)c1 | i | 3% | 53% | -10% | 9%
CN(C)CCCN(C(=O)COc1ccccc1)c1nc2c(Cl)cccc2s1 | 0.4% | 8% | 5% | -4% | -2%
CC(=O)c1ccc(NC(=O)/C(=C\c2ccc(F)cc2)NC(=O)c2ccco2)cc1 | 0.8% | -8% | 3% | -8% | -2%
O=C(Nc1ccc2oc(-c3cccc4ccccc34)nc2c1)c1ncn[nH]1 | 2.4% | 4% | -6% | 5% | 10%
Cc1sc(-c2ccncc2)nc1OC(=O)c1cc(Cl)cc(Cl)c1 | 11% | -4% | 39% | -15% | 3%
O=C(Nc1ccc(Br)cc1F)C1CCCO1 (stereo not given) | 2.0% | -3% | 8% | 4% | -5%
O=C(O)CCNS(=O)(=O)c1cccc2nsnc12 | 0.5% | -3% | -7% | -1% | 1% | inhibitors of VEEV 10K pilot screen=1.3
O=C(O)C(c1ccccc1)C(O)C1CCCC1 (stereo not given) | 0.2% | / | / | 4% | /
COc1ccc(NC(=O)CN(C)C(=O)Cn2c(=O)oc3ccccc32)cc1 | 0.1% | -6% | 0% | 5% | 2%
CC(C)OC(=O)c1ccc(COC(=O)CNC(=O)c2ccco2)cc1 | i | -7% | 9% | -8% | -6%
O=C(c1cccs1)N1CCN(c2cccc(Cl)c2)CC1 | i | -8% | 76% | -14% | 0%
Cc1cc(C)cc(C(=O)NCC(=O)OCC(=O)Nc2cccnc2Cl)c1 | 0.9% | -10% | -3% | 0% | -5%
Cc1ccc(C(=O)Nc2cccc(O)c2)cc1S(=O)(=O)N1CCCCCC1 | 1.0% | 0% | -7% | 3% | -1%
Cc1cc(NS(=O)(=O)c2ccc(-c3ccccc3)cc2)no1 | 2.3% | 0% | 17% | -8% | -4%
O=C(NC1=NCCS1)C1CCCCC1 | 0.5% | -1% | -5% | 4% | 1%
CC(C)(C)OC(=O)NCCCC[C@H](NC(=O)c1nc[nH]c1C(=O)NCC(=O)OCc1ccccc1)C(=O)OC(C)(C)C | 0.7% | 19% | 44% | 12% | 2%
CCc1ccnc(NC(=O)NS(=O)(=O)c2ccc(C)cc2)c1 | 1.5% | 2% | -4% | / | -7%
O=C1CC(=O)Nc2cc(S(=O)(=O)N3CCN(c4ccc([N+](=O)[O-])cc4)CC3)ccc2N1 | i | -6% | 19% | 8% | 4%
COc1ccc(OCCC(=O)OCC(=O)NC2CCCCC2)cc1 | 8.4% | / | / | -15% | 0%
CCOC(=O)c1cc2sccc2n1CC(=O)Nc1ccc(OC)cc1OC | 1.9% | 10% | -7% | 6% | 7%
O=C(c1ccc(C(F)(F)F)cc1)N1CCC(=O)N(C(COCc2ccc(C(F)(F)F)cc2)Cc2ccccc2)CC1 (stereo not given) | 0.2% | 0% | 26% | -1% | 5% | inhibitors of VEEV 10K pilot screen=0.0
O=C(OCC(=O)N1CCc2ccccc2C1)c1cccc([N+](=O)[O-])c1 | i | -1% | 9.6µM* | 1% | ?
O=C(OCC(=O)N1CCN(c2ccccc2)CC1)c1cc(Br)ccc1Cl | 0.8% | / | ? | 5% | ?
C/C(=N\NC(=O)Cc1cccn1C)c1cccs1 | 0.5% | -9% | -18% | -5% | -2%
O=C(NCCCCCCCN1CCCCCCC1)C(C1CCCCC1)C1CCCCC1 | i | / | / | 0% | /
O=C(CN1CCN(c2cccc(Cl)c2)CC1)Nc1nccs1 | 1.2% | 0% | ? | 2% | 17% | inhibitors of VEEV 10K pilot screen=5.3
N#Cc1c(N)oc(-c2cccs2)c1-c1cccs1 | 1.0% | -5% | 4% | -6% | 3%
Cc1ccc(/C=C2/CNC/C(=C/c3ccc(C)cc3)C2=O)cc1 | ? | / | / | -24% | /
O=C(CSc1nnc(CNC(=O)c2ccco2)o1)Nc1ccccc1F | 3.3% | 5% | 1% | -9% | 2%
O=C(/C=C/c1ccc(S(=O)(=O)N2CCOCC2)cc1)NCc1ccccc1Cl | 4.1% | -6% | 2% | -10% | 8%
COc1ccc2cc(CN(CC3CCCO3)S(=O)(=O)c3ccc(C(C)=O)cc3)c(=O)[nH]c2c1 (stereo not given) | i | -13% | 13% | -9% | 7%
Cc1ccc(NC(=O)C2CCN(S(=O)(=O)c3cccc4cccnc34)CC2)nc1 | 9.8% | 6% | / | -3% | -6%
CCOc1cc(/C=C2\C(=O)N(c3nc(-c4ccc(Br)cc4)cs3)N=C2c2ccccc2)ccc1O | ? | -6% | 13% | 13% | 12%
COc1ccc(CC(=O)N2CCCC(C)C2)cc1 (stereo not given) | 0.8% | -9% | 5% | 16% | -8%
O=C1C(Cc2ccc(O)cc2)NC(=S)N1c1ccccc1 (stereo not given) | 0.8% | -4% | 27% | 2% | 4% | inhibitors of VEEV 10K pilot screen=0.6
O=C(CSc1ccc(Cl)cc1)N1CCN(c2ccc(Cl)cc2[N+](=O)[O-])CC1 | i | -6% | 18% | -4% | -4%
Cc1ccc(C)n1-c1ccc(C(=O)/C=C/N(C)C)cc1 | 7.0% | -5% | 19% | 9% | 58%
Clc1ccc(-c2c[nH]c3ccccc23)nn1 | 1.5% | 0% | 1% | -5% | -1%
Cc1ccc(-n2nc(C)c3c2NC(=O)CSC3c2ccc3c(c2)OCO3)cc1 (stereo not given) | 9.4% | -2% | 2% | 6% | 1%
COC(=O)/C(=C(/F)Sc1cc(C)c(O)c(C)c1)C(F)(F)F | i | -2% | ? | 4% | -3%
CCOc1ccccc1CNC(=O)CCC(=O)N1Cc2ccccc2Oc2ncccc21 | 0.3% | -5% | 28% | -6% | -3%
Cc1ccc(NC(=O)OC(C)CNC(=O)Oc2cccc(C)c2)cc1 (stereo not given) | 1.6% | -1% | 26% | 3% | 1%
CC(C(=O)NCc1cccs1)N1C(=O)c2ccccc2C1=O (stereo not given) | 0.7% | 7% | 7% | -19% | -11%
CCN(CC)CC#CCC1(O)c2ccccc2-c2ccccc21 | 0.3% | -2% | -1% | 2% | 7%
O=C(CSc1n[nH]c(-c2cccnc2)n1)Nc1ccc(Cl)cc1 | 1.2% | 12% | 11% | 3% | -10%
O=C1CCCN1CC(=O)N1CCCC(N2CCN(c3cccc(Cl)c3)CC2)C1 (stereo not given) | 1.5% | -6% | -4% | 40% | -5%
COc1ccccc1N1CCN(/N=C/c2ccc(O)cc2O)CC1 | i | -1% | 20% | 7% | 9%
Cc1cccc(NCc2ccccc2)c1 | i | 3% | 18% | -7% | -2%

Among those listed so far, two have a CF3 group:
SMILES | inhibitors of VEEV | PhoP GFP inhibition | tuberculosis growth | H1N1 NS1A inhibition | H37Rv inhibition | others
O=C(c1ccc(C(F)(F)F)cc1)N1CCC(=O)N(C(COCc2ccc(C(F)(F)F)cc2)Cc2ccccc2)CC1 (stereo not given) | 0.2% | 0% | 26% | -1% | 5% | inhibitors of VEEV 10K pilot screen=0.0
COC(=O)/C(=C(/F)Sc1cc(C)c(O)c(C)c1)C(F)(F)F | i | -2% | ? | 4% | -3%

Next part.
SMILES | inhibitors of VEEV | PhoP GFP inhibition | tuberculosis growth | H1N1 NS1A inhibition | H37Rv inhibition | others
O=C(C1CCCN1S(=O)(=O)c1cccc2cccnc12)N1CCN(c2ccccc2)CC1 (stereo not given) | 3.5% | -14% | 36% | -11% | 1%
Cc1cc(OCC(=O)NC2CCN(C)CC2)ccc1[N+](=O)[O-] | 0.6% | 12% | -12% | -8% | -4%
COc1ccc2oc(C(=O)Nc3ccccc3N3CCOCC3)c(C)c2c1 | 2.4% | -8% | 12% | -3% | -1%
O=C(Nc1ccccc1N1CCOCC1)c1csc2c1CCCC2 | 1.3% | -14% | 17% | -13% | -6%
COc1ccc(-c2noc(CNS(=O)(=O)c3ccc(NC(C)=O)cc3)n2)cc1 | 2.1% | -5% | -19% | -9% | 5%
CCN(CC(=O)NCc1ccc(Cl)cc1)C(=O)Cc1ccc(OC)cc1 | 0.1% | 12% | -13% | -4% | 2%
c1cc2c(cnc3cscc32)s1 | 0.7% | 13% | -21% | 3% | 1%
O=C(NCC1CCCO1)c1cc(-c2ccncc2)nc2ccccc12 (stereo not given) | 11% | / | / | -10% | /
CCCn1nnc(NC(=O)COc2ccc(C3CCCCC3)cc2)n1 | i | 4% | ? | -47% | -2%
CN(c1ncnc(N)c1[N+](=O)[O-])C1CCS(=O)(=O)C1 (stereo not given) | 5.3% | 0% | 14% | -1% | -6%
CSc1nnc(C(C)(C)C)c(=O)n1/N=C/c1ccc(Cl)cc1 | 1.2% | 12% | 0% | 2% | 29%
CNC(=O)CCCCCNS(=O)(=O)c1ccc(C)cc1 | 0.4% | 14% | -10% | 2% | 1%
Oc1ccc2ccccc2c1C=NCc1ccccc1 | 1.1% | -7% | 30% | -10% | 2%
Cc1ccccc1NC(=O)C1C2CCC(O2)C1C(=O)O (stereo not given) | 1.0% | -12% | -11% | -2% | -6%
CCc1cc(C(=O)N(CC(C)C)c2c(N)n(Cc3ccccc3)c(=O)[nH]c2=O)sc1C | 2.3% | 2% | -2% | 5% | 3%
CC(OC(=O)CCC(=O)c1ccc(Cl)s1)C(=O)NC1(C#N)CCCCC1 (stereo not given) | 1.0% | / | 7% | -4% | -7%
CCOC(=O)[C@H]1[C@H]2COc3ccc(OC)cc3[C@@H]2N2C(=O)CN(Cc3ccc(OC)cc3)C(=O)[C@@]12C | 8.2% | / | 17% | -20% | -5%
COc1ccccc1CNC(=O)COc1ccccc1C | 0.3% | 7% | 10% | -2% | 5%
COc1ccc(S(=O)(=O)Nc2cc(C)cc(C)n2)c2ccccc12 | 0.8% | -5% | 23% | -4% | -3%
Cc1ccc(-n2c(=O)cc(N3CCN(C(=O)c4ccco4)CC3)[nH]c2=O)cc1 | 1.5% | / | / | 6% | -6%
COc1ccc(NC(=O)c2ccc(NC(=O)c3cccs3)cc2)cc1 | i | 12% | 17% | 13% | -2%
C=C(C)c1cc2c(ccc3ccc(=O)oc32)o1 | 0.6% | / | -11% | 0% | -5%
O=S(=O)(c1cccc(Br)c1)N1CCN(CCc2ccccc2)CC1 | 1.8% | -30% | 11% | 4% | 5%
N#C/C(C(=O)NCc1ccco1)=C1/SC=C(c2ccccc2)N1c1ccccc1 | 0.1% | -3% | -27% | -6% | -11%
Nc1ncnc2c1ncn2C1OC(CO)C(O)C1O (stereo not given) | 2.6% | -3% | -3% | -1% | -7%
CC(=O)Nc1cccc(NC(=O)c2cccc(-c3ccc(O)cc3)c2)c1 | 9.9% | 0% | -5% | 8% | 1%
CCOC(=O)OCC(=O)C1(O)CCC2C3CCC4=CC(=O)CCC4(C)C3C(O)CC21C (stereo not given) | 4.3% | / | / | -8% | /
O=C(O)c1ccc(NC(=O)c2ccc(COc3ccccc3)o2)cc1 | 1.3% | 17% | 6% | -4% | 1%
COn1c(-c2ccc(Cl)cc2Cl)nc2ncccc21 | 3.3% | 8% | -2% | / | -3%
Cc1ccc2nc(N3CCN(c4ccccc4)CC3)c(C=O)c(=O)n2c1 | 1.9% | -3% | 0% | 13% | -4%

Next section; the last 4 above are carried over.
SMILES | inhibitors of VEEV | PhoP GFP inhibition | tuberculosis growth | H1N1 NS1A inhibition | H37Rv inhibition | others
CCOC(=O)OCC(=O)C1(O)CCC2C3CCC4=CC(=O)CCC4(C)C3C(O)CC21C (stereo not given) | 4.3% | / | / | -8% | /
O=C(O)c1ccc(NC(=O)c2ccc(COc3ccccc3)o2)cc1 | 1.3% | 17% | 6% | -4% | 1%
COn1c(-c2ccc(Cl)cc2Cl)nc2ncccc21 | 3.3% | 8% | -2% | / | -3%
Cc1ccc2nc(N3CCN(c4ccccc4)CC3)c(C=O)c(=O)n2c1 | 1.9% | -3% | 0% | 13% | -4%
N=c1c2c3c(sc2nc2n1CCCCC2)CCCCC3 | 0.6% | 17% | 12% | 3% | -4%
c1ccc(CC2CCN(Cc3ccccn3)CC2)cc1 | i | 8% | -6% | -11% | 3%
O=C(N/N=C/c1sc(=O)[nH]c1-[n+]1ccc2ccccc2c1)c1ccccc1[O-] | 10% | -26% | 0% | 4% | 10%
Nc1nc(Br)c2ccccc2c1-c1ccccc1 | 0.7% | 5% | 1% | -5% | 41%
N#C/C(=C\c1ccccc1OCC(=O)O)c1nc2ccccc2[nH]1 | 1.3% | -5% | 5% | -10% | -1%
O=C(c1ccc2c(c1)CCN2S(=O)(=O)c1ccccc1)N1CCN(c2ccc(F)cc2)CC1 | 3.8% | -2% | 19% | 9% | 3%
